# CHT inh: inhibitors of human choline transporter CHT; B-score at 10 µM; Q9GZV3; CHT-expressing cells, membrane potential dye, choline response; active compounds read low; 310,000 tested, 0.86% active;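 active = B-score over 3 SD under the library average, and starting fluorescence ratio not unusually high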;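 also: choline stimulus applied at its EC90 after an EC20 pre-addition; B-score computed on integrated fluorescence ratio after choline addition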
# Target sequence (Q9GZV3 whole entry, looked up): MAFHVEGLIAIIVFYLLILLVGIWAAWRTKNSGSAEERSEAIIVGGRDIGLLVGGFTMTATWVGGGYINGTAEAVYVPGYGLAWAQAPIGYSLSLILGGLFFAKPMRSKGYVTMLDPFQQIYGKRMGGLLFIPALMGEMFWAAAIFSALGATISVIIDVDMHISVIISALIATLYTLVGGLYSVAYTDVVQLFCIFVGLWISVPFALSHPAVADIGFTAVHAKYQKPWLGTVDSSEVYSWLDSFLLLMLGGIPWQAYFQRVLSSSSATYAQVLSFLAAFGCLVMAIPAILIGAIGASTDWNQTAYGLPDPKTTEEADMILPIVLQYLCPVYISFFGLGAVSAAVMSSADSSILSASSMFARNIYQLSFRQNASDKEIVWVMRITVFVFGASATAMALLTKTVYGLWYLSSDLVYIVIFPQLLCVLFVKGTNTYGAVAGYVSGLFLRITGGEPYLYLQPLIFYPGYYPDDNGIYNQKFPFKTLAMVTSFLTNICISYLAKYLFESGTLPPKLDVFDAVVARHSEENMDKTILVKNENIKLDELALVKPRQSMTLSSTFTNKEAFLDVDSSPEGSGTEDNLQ
# CHT PAM: allosterically activates the human high affinity choline transporter | CHT-expressing cells, membrane potential dye, choline EC20; active compounds read high; LV-AA mutant CHT in HEK293 cells | 310,000 tested, 0.49% active | B-score at 10 µM | Q9GZV3;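 active = initial fluorescence not abnormally high and integrated response B-score, plate-corrected, over 3 SD above library mean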
# STK33 inh: human STK33 kinase inhibition; 320,000 tested, 0.073% active; purified STK33, MBP phosphorylation, ADP-Glo luminescence; Q9BYT3; AID 2661; inhibition, % at 10 µM;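 active = inhibition at or above 25%, using the most active replicate where run in duplicate; inactive = inhibition below 25%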
# Target sequence (Q9BYT3 whole entry, looked up): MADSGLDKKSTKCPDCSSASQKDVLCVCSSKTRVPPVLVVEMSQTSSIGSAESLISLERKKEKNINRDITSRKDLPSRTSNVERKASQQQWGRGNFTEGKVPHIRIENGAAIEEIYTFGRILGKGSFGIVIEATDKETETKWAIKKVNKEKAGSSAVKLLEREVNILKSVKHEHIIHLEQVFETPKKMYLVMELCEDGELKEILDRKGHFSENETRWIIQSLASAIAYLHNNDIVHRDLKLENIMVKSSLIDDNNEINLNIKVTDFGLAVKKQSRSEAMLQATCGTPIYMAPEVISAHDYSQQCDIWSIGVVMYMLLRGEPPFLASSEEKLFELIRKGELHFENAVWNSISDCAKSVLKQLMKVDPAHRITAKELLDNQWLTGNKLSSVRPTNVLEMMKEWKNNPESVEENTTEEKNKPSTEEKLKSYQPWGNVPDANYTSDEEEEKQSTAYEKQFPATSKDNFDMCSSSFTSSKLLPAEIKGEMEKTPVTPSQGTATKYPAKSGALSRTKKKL
# An asterisk follows results filed as active; i = inactive; x = not tested or not shown. This is a random part of the collection, and some 1.5% of all compounds hit somewhere here.
# Below each SMILES – CHT inh	CHT PAM	STK33 inh
CCNC(=S)N1CCC(c2nc3cc(C)c(C)cc3[nH]2)CC1
→ i	i	0.1
Cc1ccc(-n2c(C)c(C)c3c(NCCO)ncnc32)cc1
→ i	i	0.3
CCCN=C(Nc1ccc(Cl)cc1)c1cccnc1
→ i	i	0.5
CCOC(=O)c1c(C)[nH]c(C(=O)CSc2ccccc2)c1C
→ i	i	-1.7
Cn1cnnc1SCC(=O)Nc1sc2c(c1C#N)CCCCC2
→ i	i	-0.5
O=C(CCCc1ccccc1)N1CCc2ccccc21
→ i	i	0.9
NC(=O)COC(=O)c1cccc(NS(=O)(=O)/C=C/c2ccccc2)c1
→ i	i	1.3
CCOc1ccc(NC(=O)C2CCN(S(=O)(=O)c3cccnc3)CC2)cc1
→ i	i	-1.5
CCCc1nc(SCC(=O)NCc2ccco2)c2c(=O)n(C)c(=O)n(C)c2n1
→ i	i	1.7
COc1ccc(CCNc2c(N)n(Cc3ccccc3)c(=O)[nH]c2=O)cc1OC
→ i	i	0.4
O=[N+]([O-])c1ccc(N(CC(O)CN2CCCCC2)S(=O)(=O)c2ccccc2)cc1 (stereo not given)
→ i	i	0.2
CN(C)S(=O)(=O)N(CC(=O)N1CCN(c2ccccc2)CC1)c1ccccc1
→ i	i	-2.3
CC(C)Cc1ccc(S(=O)(=O)Nc2ccccn2)cc1
→ i	i	0.3
CCOC(=O)C(=CNNc1ccsc1C(=O)OC)C(=O)OCC
→ i	i	-0.1
NC(=O)C[C@@H]1NC(=O)[C@H](CCC(=O)O)NC(=O)c2cc([N+](=O)[O-])cc(I)c2OCC[C@@H](C(N)=O)NC1=O
→ i	i	-1.4
Cc1[nH]c(=O)[nH]c(=O)c1S(=O)(=O)Nc1ccc(Br)cc1F
→ i	i	-0.8
CCC1C/C(=C/c2cccs2)C(=O)/C(=C/c2cccs2)C1 (stereo not given)
→ i	i	-0.9
Cc1cc(C(=O)NNC(=S)NCc2ccccc2)cs1
→ i	i	-0.4
O=C(CSc1n[nH]c(-c2ccccn2)n1)Nc1ccccc1F
→ i	i	3.1
Cc1ccc(NC(=O)CCN2CCCCC2)cc1
→ i	i	0.3
CC1CCCC(C)N1C(=O)Cn1nnc(-c2ccc([N+](=O)[O-])cc2)n1 (stereo not given)
→ i	i	-0.1
O=C(COc1ccc(Cl)cc1Cl)NC1CCSC1=O (stereo not given)
→ i	i	-0.9
COc1ccccc1NS(=O)(=O)c1cc2c3c(c1)CCN3C(=O)CC2
→ i	i	-0.2
CCc1ccc(OCC(=O)Nc2ccc(N3CCN(C(=O)c4ccccc4)CC3)cc2)cc1
→ i	i	-3.4
Cc1ccccc1CN1CCN(C2CCC2)CC1CCO (stereo not given)
→ i	i	-1.4
O=C(CC(c1ccccc1)c1cc(Br)ccc1O)NCc1ccco1 (stereo not given)
→ i	i	-1.3
O=C(/C=C/c1cccc([N+](=O)[O-])c1)OCC1CCCO1 (stereo not given)
→ i	i	-1.0
CC(C#N)(Cc1ccccc1)Nc1ccccc1 (stereo not given)
→ i	i	-0.8
Cc1cccc(NC(=S)N=Nc2c(O)n(CN3CCOCC3)c3ccccc23)c1C
→ i	i	-1.7
Cn1c(=O)c(C(=O)NCc2ccccc2Cl)c(O)c2ccccc21
→ i	i	0.3
CCOc1cc(S(=O)(=O)NCc2ccco2)c(OCC)cc1-n1cnnn1
→ i	i	-1.6
O=C(CN1CCN(c2nc(-c3ccccc3)cs2)CC1)Nc1ccc2c(c1)OCO2
→ i	i	-1.2
O=Cc1cccn1-c1cccnc1
→ i	i	-2.1
CC(C)(C)NC(=O)NC(=O)COC(=O)c1c(F)cccc1Cl
→ i	i	-1.6
CC(C(=O)O)c1ccc(C(=O)c2ccccc2)s1 (stereo not given)
→ i	i	3.4
CS(=O)(=O)N(CC(=O)N1CCN(c2ccccc2F)CC1)c1cccc(C(F)(F)F)c1
→ i	i	-0.5
CN1CCN(C(=O)c2cccc(S(=O)(=O)N3CCCCC3)c2)CC1
→ i	i	-0.2
CCOC(=O)C1=C(C)N(CCCC(=O)O)C(=O)NC1c1ccccc1OS(=O)(=O)c1ccc(C)cc1 (stereo not given)
→ i	i	-0.7
Cc1ccccc1NC(=O)c1ccccc1NC(=O)CCC(=O)O
→ i	i	-2.0
COc1ccc(-n2c(=S)[nH]c3c(sc(=S)n3-c3ccccc3)c2=O)c(OC)c1
→ i	i	-1.7
Cc1ccnc(OC(C(=O)O)C(OCc2ccccc2)(c2ccc(F)cc2)c2ccc(F)cc2)n1 (stereo not given)
→ i	i	-1.9
CCCCOC(=O)c1nnc(-c2ccccc2)o1
→ i	i	-1.2
COc1ccccc1C(=O)NCc1ccc2c(c1)OCO2
→ i	i	3.8
O=C1OCC2=C1C(c1ccc(F)cc1)Sc1ccccc1N2 (stereo not given)
→ i	i	-0.3
O=C(COc1cccnc1[N+](=O)[O-])NCc1ccc(F)cc1
→ i	i	-0.4
Cc1ccc(C(O)c2nc3ccccc3n2C)cc1 (stereo not given)
→ i	i	-2.4
COc1ccc(C(=O)OCC(=O)Nc2ccc3[nH]c(=O)[nH]c3c2)c(OC)c1OC
→ i	i	-0.9
COC(=O)[C@H](CC(C)C)NC(=O)CCc1nnc(COc2ccccc2)o1
→ i	i	-1.1
C=CCn1ccc(=NC=C(C#N)C#N)c2ccccc21
→ i	i	0.0
NC(=O)Cn1nnc(-c2ccc(NC(=O)c3ccc(F)cc3)cc2)n1
→ i	i	-1.6
O=C(COC(=O)c1ccccc1Nc1ccccc1)c1ccccc1
→ i	i	3.2
COc1cc(C(c2c(C)[nH][nH]c2=O)c2c(C)[nH][nH]c2=O)cc(Cl)c1O
→ i	i	0.7
O=C1CCCC(O)=C1C(C#Cc1ccccc1)C1=C(O)CCCC1=O
→ i	i	-0.8
O=C(C1CCCN1S(=O)(=O)c1cccc2cccnc12)N1CCc2ccccc21 (stereo not given)
→ i	i	0.2
CC(C)(C(=O)O)c1ccc([C@H](O)CCCN2CCC(C(O)(c3ccccc3)c3ccccc3)CC2)cc1
→ i	i	-2.5
O=C(N/N=C/c1ccccc1)c1ccc2c(c1)OCO2
→ i	i	-1.1
O=C(Cc1ccc(F)cc1)Nc1ccc(S(=O)(=O)N2CCCCC2)cc1
→ i	i	0.4
C/C(=N\NC(=O)c1ccc(-c2ccccc2)cc1)c1cccc(N)c1
→ i	i	-0.2
Cc1c(Cc2ccccc2)sc(NC(=O)c2ccco2)c1C(N)=O
→ i	i	1.3
O=C(C1CCCO1)N1CCN(c2ccc(F)cc2)CC1 (stereo not given)
→ i	i	-0.1

# Remaining list, next part
# Below each SMILES – CHT inh	CHT PAM	STK33 inh
COc1ccc(CCNC(=O)c2nnc(CS(=O)(=O)c3ccccc3)o2)cc1OC
→ i	i	-0.3
c1ccc(-n2cc(CNCCc3cscn3)c(-c3ccc4c(c3)OCO4)n2)cc1
→ i	i	-2.5
CCN1CCCC1CNC(=O)c1cc(OC)c(OC)c(OC)c1 (stereo not given)
→ i	i	0.2
COc1ccc(Cl)cc1NC(=O)Nc1cccc([N+](=O)[O-])c1C
→ i	i	1.7
Cc1cccc(-n2c(O)c(C=Nc3ccccc3N)c(=O)[nH]c2=O)c1
→ i	i	-2.3
O=C(CN(C(=O)c1csnn1)c1ccc(Cl)cc1)NCCc1ccccc1
→ i	i	1.2
C=CCCN(C(CC(C)C)C(=O)OC)S(=O)(=O)c1ccccc1Br (stereo not given)
→ i	i	-1.0
O=C(Nc1c2c(nn1-c1cccc(Cl)c1)CS(=O)C2)c1ccc2c(c1)OCO2 (stereo not given)
→ i	i	1.0
COc1cccc(-c2nn(-c3ccccc3)cc2C(=O)NCC(=O)O)c1
→ i	i	2.0
Cc1nn(-c2ccc(Cl)c(Cl)c2)c(C)c1C(=O)O
→ i	i	0.2
CC(=O)NC(CC(=O)Oc1ccc(C)cc1Br)c1ccccc1 (stereo not given)
→ i	i	0.4
O=C(Cc1cn(Cc2cccc(Cl)c2)c2ccccc12)N1CCCC1
→ i	i	-0.6
CCOC(=O)c1c(C)[nH]c(C(=O)Cn2c(=O)oc3ccccc32)c1C
→ i	i	2.6
CCNC(=S)NNC(=O)Nc1ccccc1
→ i	i	0.3
COc1ccc(OC)c([N+](=O)[O-])c1C(N)=O
→ i	i	-1.3
Cc1ccc2c(c1)N(CCC(=O)NCCCOC(C)C)C(=O)C(C)O2 (stereo not given)
→ i	i	-0.5
COCCCNC(=O)Cn1nnc(-c2ccc(NC(=O)c3cccnc3)cc2)n1
→ i	i	0.1
Cc1cc(C(=O)N/N=C/C=C/c2ccccc2)n[nH]1
→ i	i	-1.1
Cc1ccc(C)c2c1cc(C)c1nnc(SCC(=O)c3cccs3)n12
→ i	i	0.6
COc1ccc(-c2ccc(-c3nnc(Cc4ccc(OC)c(OC)c4)o3)cc2)cc1
→ i	i	0.0

# Taken from the entries so far, two compounds:
# Below each SMILES – CHT inh	CHT PAM	STK33 inh
Cc1ccc(C)c2c1cc(C)c1nnc(SCC(=O)c3cccs3)n12
→ i	i	0.6
COc1ccc(-c2ccc(-c3nnc(Cc4ccc(OC)c(OC)c4)o3)cc2)cc1
→ i	i	0.0

# (continued)
Structure	CHT inh	CHT PAM	STK33 inh
CS(=O)(=O)N1CCC(C(=O)Nc2cc(C(F)(F)F)ccc2Cl)CC1	i	i	0.6
C#CCOC(=O)C[N+](C)(C)CC#Cc1ccccc1	i	i	1.0
COc1ccc(N2CCN(C(=O)CCC(=O)N3CCOc4ccc(Cl)cc43)CC2)cc1	i	i	-0.6
COc1ccc2c(c1)c(CC(=O)O)c(C)n2C(=O)c1ccc(Cl)cc1	i	i	-2.6
CN1c2ccccc2-c2nc3ccccc3n2C1c1ccncc1 (stereo not given)	i	i	16
COc1ccc(OCC(=O)Nc2cc(-c3nn4c(C)nnc4s3)ccc2C)cc1	i	i	2.8
CN(Cc1ccccc1)S(=O)(=O)c1cccs1	i	i	-1.0
COc1cc(C)nc(NS(=O)(=O)c2ccc(C)cc2)n1	i	i	0.5
CN(Cc1ccc(OC(F)F)cc1)C(=O)c1ccc2nccnc2c1	i	i	-0.7
COc1ccccc1N(CC(=O)NCCSCc1ccccc1)S(=O)(=O)c1ccc(C)cc1	i	i	0.8
Cc1cccc(NC(=O)CCc2ccc(S(=O)(=O)NC3CCCCC3)cc2)c1	i	i	-1.8
CC1CCN(C(=O)CSc2nnc(-c3cccs3)o2)CC1	i	i	-0.1
Cc1ccc(S(=O)(=O)N2CCC(C)CC2)cc1C(=O)NCCN1CCOCC1	i	i	0.1
COc1cc2c3c(c1OC)C1(C=CC(=O)C=C1)CC3N(C(=O)c1ccccc1)CC2 (stereo not given)	i	i	1.0
Cc1cc(Cl)cc(Br)c1OCCNCC(C)O (stereo not given)	i	i	-0.8
CCN1CCN(c2nc(Nc3ccccc3F)nc(N)c2[N+](=O)[O-])CC1	i	i	0.5
CC(=O)NC(Cc1cccc(C)c1)C(=O)NC1CCN(C(=O)c2ccc([N+](=O)[O-])cc2)CC1 (stereo not given)	i	i	0.5
O=C(NCc1ccccc1C(F)(F)F)C1CCC(=O)N(CCCc2ccccc2)C1 (stereo not given)	i	i	-1.3
COC(=O)c1ccc(OC(=O)c2cccs2)cc1	i	i	1.6
COc1nc(OC/C(N)=N/O)nc(N2CCOCC2)n1	i	i	-1.1
COc1cc(/C=C/C(=O)O)ccc1OS(=O)(=O)c1ccc(C)cc1	i	i	-1.3
COc1ccc(OC)c(N=C2C(=O)Nc3ccccc32)c1	i	i	1.9
COc1ccc(C(=O)CC(=O)C(=O)Nc2cccc(F)c2)cc1	i	i	0.1
Cc1ccc(-c2cccc(C3CC=CC4C3C(=O)N(Cc3ccccc3)C4c3cc(C)ccc3F)c2)cc1 (stereo not given)	i	i	0.9
O=C(NN=C1CCCCCCC1)c1ccc(F)cc1	i	i	-0.3
CN(C)CC/C=C1\c2ccccc2COc2ccccc21	i	i	x
CCC(OC(=O)c1cc2sccc2n1C)C(=O)NCC1CCCO1 (stereo not given)	i	i	2.1
CC(=O)N1CCN(Cc2nc3cc(NC(=O)c4ccccc4)ccc3n2C)CC1	i	i	2.2
O=C(NCC(=O)N(c1ccc(F)cc1)C(C(=O)NC1CCCC1)c1cccnc1)c1cccs1 (stereo not given)	i	i	0.0
O=C(c1ccccc1)c1ccc(C(=O)N2CCOCC2)cc1	i	i	-1.0

# Whole records from above. Values in the order: CHT inh, CHT PAM, STK33 inh
# `Cc1ccc(-c2cccc(C3CC=CC4C3C(=O)N(Cc3ccccc3)C4c3cc(C)ccc3F)c2)cc1` (stereo not given) across the screens: i, i, 0.9
# `O=C(NN=C1CCCCCCC1)c1ccc(F)cc1` across the screens: i, i, -0.3
# `O=C(NCC(=O)N(c1ccc(F)cc1)C(C(=O)NC1CCCC1)c1cccnc1)c1cccs1` (stereo not given) across the screens: i, i, 0.0
# `CCN1CCN(c2nc(Nc3ccccc3F)nc(N)c2[N+](=O)[O-])CC1` across the screens: i, i, 0.5

# (cont.)
Structure	CHT inh	CHT PAM	STK33 inh
Cc1ccc(OCc2nnc(SCC(=O)O)n2N)cc1	i	i	-1.9
COc1ccccc1NC(=O)c1oc2ccccc2c1NC(=O)C1CC1	i	i	-0.9
O=C(CN(Cc1ccccc1F)C(=O)c1csnn1)NC1CCCCC1	i	i	-0.4
CCCC(=O)c1ccc(N2CCN(S(=O)(=O)c3ccccc3)CC2)c(F)c1	i	i	-1.4
CN(C(=O)COc1ccccc1)c1nnc(C23CC4CC(CC(C4)C2)C3)s1	i	i	-1.5
CCOC(=O)N1CCC(N2CCN(c3ccccc3)CC2)CC1	i	i	-2.5

# Compound activity deposited in PubChem BioAssay by several laboratories.
